# Assay outcomes: PubChem BioAssay, The Scripps Research Institute Molecular Screening Center
# FBW7 act: FBW7 E3 ligase activators, primary screen, biochemical, AlphaScreen, human; F-box/WD repeat-containing protein 7 (Homo sapiens), Q969H0; AlphaScreen FBW7–phospho-cyclin E peptide binding, activator screen; normalized activity (activation), % at 26.1 µM; 0.13% of 650,000 active; AID 1259310, 2017; in the data active = normalized activity above about 1.9%;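 note: purified mutant Fbw7 with reduced substrate affinity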
# Target sequence (Q969H0 whole entry, looked up): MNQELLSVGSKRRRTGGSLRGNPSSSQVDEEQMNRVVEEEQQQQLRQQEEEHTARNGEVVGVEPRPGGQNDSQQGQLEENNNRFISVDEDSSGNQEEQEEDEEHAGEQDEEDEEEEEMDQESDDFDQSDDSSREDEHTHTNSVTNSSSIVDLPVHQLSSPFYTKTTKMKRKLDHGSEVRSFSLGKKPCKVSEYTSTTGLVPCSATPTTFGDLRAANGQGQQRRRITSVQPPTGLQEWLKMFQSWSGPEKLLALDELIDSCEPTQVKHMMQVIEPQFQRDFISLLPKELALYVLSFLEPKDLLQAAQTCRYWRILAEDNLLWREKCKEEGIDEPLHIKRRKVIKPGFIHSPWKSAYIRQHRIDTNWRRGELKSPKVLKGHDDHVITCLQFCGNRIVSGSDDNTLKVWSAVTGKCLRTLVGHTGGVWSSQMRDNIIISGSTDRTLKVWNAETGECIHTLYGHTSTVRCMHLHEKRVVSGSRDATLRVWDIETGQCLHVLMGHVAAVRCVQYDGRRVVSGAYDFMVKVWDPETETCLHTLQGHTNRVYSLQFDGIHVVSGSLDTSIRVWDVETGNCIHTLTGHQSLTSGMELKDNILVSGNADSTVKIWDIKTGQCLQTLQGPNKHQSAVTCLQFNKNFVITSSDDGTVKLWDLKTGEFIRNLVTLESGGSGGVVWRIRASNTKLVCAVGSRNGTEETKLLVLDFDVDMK
# GPR151 ag: activators of human GPR151, primary screen, cell-based, PathHunter beta-arrestin, luminescence; G-protein coupled receptor 151 (Homo sapiens), Q8TDV0; 1% of 650,000 active; PathHunter beta-arrestin GPR151 cells; activation, % at 11.2 µM; in the data active = activation above about 4.9%;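 note: 0% = median of compound wells and 100% = cells with positive control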
# MITF inh: MITF inhibitors, primary screen, biochemical, AlphaScreen, human. inhibition, % at 2.6 µM. Microphthalmia-associated transcription factor (Homo sapiens), O75030. 0.91% of 650,000 active. AlphaScreen MITF homodimerization, bead proximity signal; in the data active = inhibition above about 50%;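 note: 0% = vehicle wells with protein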
# TEAD-YAP block: TEAD-YAP interaction inhibition, primary screen, TEAD-YAP interaction inhibitor project, luminescence, HEK-TIYL cells; TEAD-Gal4/YAP UAS-luciferase luminescence; 1.4% of 640,000 active; inhibition, % at 9.12 µM; in the data active = inhibition above about 32%;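 note: 0% = median of test compound wells and 100% = reference inhibitor wells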
# * = called active by the depositor.
# Values in the order – FBW7 act	TEAD-YAP block	GPR151 ag	MITF inh
Cc1cc(Cl)ccc1OCC(=O)Nc1cccc([N+](=O)[O-])c1C
    0.0	-4	-0.5	8
CNc1ccccc1C(=O)N/N=C(\N)c1cc2ccccc2oc1=O
    0.3	1	-0.5	13
COc1cc(OC)nc(CSCCNC(=O)c2ccc(S(C)(=O)=O)cc2Cl)n1
    0.7	2	1.3	21
S=C(NCc1ccccc1)Nc1ccc(Cl)c(Cl)c1
    0.3	-1	-0.6	-6
O=C1c2ccccc2C(=O)N1c1ccc(-c2nc3ccccc3[nH]2)cc1
    -0.2	-38	-5.0	-5
O=C(Nc1cccc(NC(=O)c2ccccc2F)c1)c1ccccc1
    0.0	-1	0.7	8
Cc1nc2c(C)cccn2c1C(=O)NCc1c(F)cccc1F
    -0.2	14	1.2	5
CN(C)C(=O)c1ccc(NC(=O)c2cncc(Br)c2)cc1
    0.0	-6	-5.2	1
CN1[C@@H](C(=O)Nc2c(Cl)cccc2Cl)C[C@@H](c2ccco2)NS1(=O)=O
    0.1	1	-0.3	3
CCOC(=O)N1CCN(C(=O)CCc2nc3sc4c(c3c(=O)[nH]2)CCCC4)CC1
    0.2	-3	-0.7	13
CC1=C/C(=N\NC(=O)c2ccccn2)CC(C)(C)C1
    -0.1	-28	-0.3	9
COc1ccc(CN2CCN(Cc3ccc(OC)c(OC)c3OC)CC2)cc1OC
    0.1	16	5.9*	48
COc1ccc(CCNC(=O)c2cc(S(=O)(=O)N3CCCC(C)C3)ccc2F)cc1OC (centres undefined)
    -0.1	-10	0.2	2
CC1(C)Cc2ccccc2/C(=C/C(=O)Nc2ccc([N+](=O)[O-])cc2)N1
    0.3	-5	5.5*	-16
CC(=O)c1c(C)[nH]c(C(=O)N2CCCCC2)c1C
    0.1	3	2.4	-2
O=C(COC(=O)c1cccc(N2C(=O)C3C4c5ccccc5C(c5ccccc54)C3C2=O)c1)c1cccc([N+](=O)[O-])c1 (centres undefined)
    0.0	-26	-1.4	-5
Cc1cc(C(=O)NC2CCCCCC2)c2ccccc2n1
    0.0	-4	-1.0	10
COCc1c(C(=O)N/N=C\c2ccc(O)cc2O)nnn1-c1nonc1N
    0.0	19	2.1	34
CCOC(=O)c1ccc(NC(=O)CN2C(=O)c3ccccc3C2=O)cc1
    0.2	2	-1.1	10
O=C(CN1C(=O)C2C3c4ccccc4C(c4ccccc43)C2C1=O)N1CCOCC1 (centres undefined)
    0.4	9	-0.1	11
CC(=O)c1c(C)[nH]c(C(=O)N2CCN(Cc3ccc4c(c3)OCO4)CC2)c1C
    0.1	7	-1.7	9
O=C(Nc1ccc(Br)cc1F)c1cncc(Br)c1
    0.0	-4	0.1	4
CCOC(=O)Nc1ccc(S(=O)(=O)N2CCCCCC2)cc1
    -0.1	5	1.0	9
Cc1ccccc1N=CC=C1OC(C)(C)C(C)(C)O1
    0.0	3	-0.5	13
O=C1/C(=C\c2cccs2)NC(=S)N1c1ccccc1
    0.0	-20	-1.3	17
CCOC(=O)c1sc(NC(=O)c2cc3nc(-c4ccc(OC)cc4)cc(C(F)(F)F)n3n2)c(C(=O)OCC)c1C
    0.2	2	1.6	-14
COc1ccccc1NC(=S)N1CCNC(=O)C1CC(=O)Nc1cccc(C)c1 (centres undefined)
    0.0	-5	0.0	7
COc1ccc(-c2noc(NCc3cccs3)n2)cc1OC
    0.0	-18	-0.5	5
CC(=O)Nc1nnc(SCc2cc(=O)c(OC(=O)c3cccc(C)c3)co2)s1
    -0.1	4	2.1	-4
O=C(NCCOc1ccccc1)C1CCN(c2ccc(NCCN3CCOCC3)nn2)CC1
    -0.1	-18	0.0	0
COc1cc(/C=C2/SC(=S)N(C)C2=O)cc(Br)c1O
    0.1	0	3.0	15
COc1ccc(C2=NN(C(=O)CSc3nnc(CNC(=O)c4cccs4)n3-c3cccc(C)c3C)C(c3ccc(F)cc3)C2)cc1 (centres undefined)
    0.0	-5	1.0	-8
O=[N+]([O-])c1ccc(Cl)c(S(=O)(=O)N2CCC(Cc3ccccc3)CC2)c1
    0.0	8	-0.8	13
CC1CC(C)CN(C(=O)CSc2nc3ccc([N+](=O)[O-])cc3s2)C1 (centres undefined)
    -0.1	-43	-1.4	-3
O=C(Nc1ccc2[nH]ncc2c1)[C@H]1CCN(C(=O)[C@H](O)COc2ccc(Br)cc2)C1
    0.7	-6	-1.0	4
CN(CCC#N)C(=S)Nc1cc(S(=O)(=O)N2CCOCC2)ccc1Cl
    0.1	10	-0.8	10
CCOc1cc(/C=C2/C(=N)N3N=C(C(C)C)SC3=NC2=O)cc(Br)c1OCc1ccccc1F
    -0.1	5	0.5	-18
Cc1ccc(C(C)C)c(OCCNC(=O)c2ccccc2Br)c1
    0.3	-2	-1.0	6
CCOc1ccc2nc3sc(C(=O)Nc4cccc(C(C)=O)c4)c(N)c3cc2c1
    0.1	-16	0.2	-4
COc1ccc(Nc2nncc(=O)[nH]2)c(OC)c1
    0.7	13	-0.3	2
C=CCn1c(CN2C(=O)c3cccc4cccc(c34)C2=O)nnc1SCC(=O)OCC
    0.0	-1	1.3	-2
CCOC(=O)C(C)(C)NS(=O)(=O)c1c(C)cc(C)cc1C
    0.0	5	1.1	2
Cc1ccc(S(=O)(=O)C(F)F)cc1S(=O)(=O)C(F)F
    0.0	7	1.0	9
COc1cc(/C=N/N=C2\NC(=O)C(CC(=O)O)S2)ccc1OCc1ccc(C)cc1 (centres undefined)
    0.2	-40	-1.3	66*
COc1ccc(C(=O)N/N=C/c2cc(OC)ccc2Br)cc1
    -0.1	1	0.8	-2
CCOC(=O)C1C(c2ccc(O)cc2)NC(=S)NC1(O)C(F)(F)F (centres undefined)
    0.5	19	-0.5	12
CSc1ccc(Cl)c(C(=O)NCCc2ccc(S(=O)(=O)N3CCCCC3)cc2)c1
    0.0	10	-1.4	13
Nc1ccn(C2CC(O)C(COC(c3ccccc3)(c3ccccc3)c3ccccc3)O2)c(=O)n1 (centres undefined)
    -0.2	3	-0.6	4
CCNC(=O)CCc1nc(-c2ccc(OC)c(OC)c2)no1
    -0.1	-10	0.5	0
Cc1ccccc1C(=O)Nc1ccccc1C(=O)N1CCN(C)CC1
    0.0	0	2.1	-1

# Next section
# Values in the order – FBW7 act	TEAD-YAP block	GPR151 ag	MITF inh
COc1ccc(C(=O)Nn2c(-c3cccc(Cl)c3)nc3ccccc3c2=O)cc1OC
    -0.1	1	-0.5	-3
Cc1ccc(CN(C)Cc2nnc(SCCN3CCCC3)n2C)s1
    0.0	10	0.3	2
CC(=O)c1ccc(N2C(=O)C3CC=C(Cl)CC3C2=O)cc1 (centres undefined)
    -0.1	-3	0.9	8
COc1ccc(OC)c(CN2CCN(C3CCCCC3)C(CCO)C2)c1 (centres undefined)
    0.0	9	1.6	-6
CC(C)c1nnc(NS(=O)(=O)c2ccc(F)cc2)s1
    0.9	0	1.6	-2
O=C(c1cc(Cl)nnc1Cl)N1CCCC1
    -0.1	1	1.2	7
CCOC(=O)N1CCN(c2ncnc3c2cnn3-c2cccc(C)c2)CC1
    -0.3	3	-2.0	-1
CCc1ccccc1NC(=S)N(CCCN1CCCCC1)Cc1ccco1
    -0.1	0	3.5	19
COc1cccc(NC(=O)c2nn(C34CC5CC(CC(C5)C3)C4)cc2[N+](=O)[O-])c1
    -0.5	-7	0.4	6
COc1ccc(C(=O)Cn2c(N3CCOCC3)nc3c2c(=O)n(C)c(=O)n3C)cc1OC
    -0.2	5	-0.3	10
CCCN1CCC(N2C[C@@H](NCc3c(F)cccc3F)C[C@H]2C(=O)NC(C)C)CC1
    -0.2	-3	-0.9	5
C=C(C)CN(CC)C(=O)C1CCN(c2nc(C)c3ccc(S(C)(=O)=O)cc3n2)CC1
    0.1	6	-0.2	-9
Cc1cc(Br)ccc1OCC(=O)NNC(=O)CCc1ccccc1
    0.5	4	0.1	6
CCC(C)(C)NC(=O)C(c1ccc(C)o1)N(C(=O)Cn1nnc2ccccc21)C1CC1 (centres undefined)
    -0.1	5	-0.2	-3
Cc1ccc(NC(=O)CN(C)S(=O)(=O)c2ccc3c(c2)n(C)c(=O)c(=O)n3C)cc1F
    -0.1	-6	0.5	11
COc1nc(Nc2ccccc2Cl)nc(OC)n1
    -0.1	-11	-3.6	-2
Fc1ccccc1C1Nc2cccc3cccc(c23)N1
    0.2	1	-0.7	11
C=C1N(C2CCCCC2)C(=O)OC12CCCCC2
    0.5	-9	-0.9	-4
O=C(CSc1nc2ccccc2o1)Nc1ccccc1Cl
    -0.1	-41	-0.5	3
CCC(=O)c1ccc(OCC(O)Cn2nc(C)cc2C)cc1 (centres undefined)
    0.0	6	-0.1	11
COc1ccc(N2CC(NC(=O)Nc3ccccc3-c3ccccc3)CC2=O)cc1OC (centres undefined)
    0.0	4	1.4	3
COc1ccc(C2Nc3ccccc3C(=O)N2Cc2ccccc2)cc1COc1ccccn1 (centres undefined)
    0.1	-5	-0.1	6
CC1(C)C=CN(Cc2cc([N+](=O)[O-])ccc2O)c2ccccc21
    -0.1	13	1.1	4
CCOC(=O)c1c(NC(=O)C(C)Sc2nnc(CNC(=O)c3ccc(C)c(C)c3)n2C)sc2c1CCC2 (centres undefined)
    0.0	8	-0.1	-5
N#Cc1cc2c(=O)n3ccccc3nc2n(-c2cccc(C(F)(F)F)c2)c1=O
    1.0	14	-1.1	5
CCOC(=O)CNC(=O)c1cc2ccccc2oc1=O
    0.8	-14	-1.2	14
CCc1ccccc1NS(=O)(=O)c1ccc(CCN2C(=O)c3cccnc3C2=O)cc1
    -0.2	-3	-1.2	9
CCOC(=O)c1ccccc1NC(=O)CCCOc1cc(=O)n(C)c2ccccc12
    0.2	5	1.4	0
CN(C)CCN(C)Cc1ccc(F)cc1F
    0.0	2	1.3	39
CSc1nnc(-c2cccc(S(=O)(=O)N(C)C)c2)n1-c1cccc(C)c1
    -0.1	-12	-0.2	-9

# Seven of these compounds in another layout.
structure	FBW7 act	TEAD-YAP block	GPR151 ag	MITF inh
CCOC(=O)c1c(NC(=O)C(C)Sc2nnc(CNC(=O)c3ccc(C)c(C)c3)n2C)sc2c1CCC2 (centres undefined)	0.0	8	-0.1	-5
N#Cc1cc2c(=O)n3ccccc3nc2n(-c2cccc(C(F)(F)F)c2)c1=O	1.0	14	-1.1	5
CCOC(=O)CNC(=O)c1cc2ccccc2oc1=O	0.8	-14	-1.2	14
CCc1ccccc1NS(=O)(=O)c1ccc(CCN2C(=O)c3cccnc3C2=O)cc1	-0.2	-3	-1.2	9
CCOC(=O)c1ccccc1NC(=O)CCCOc1cc(=O)n(C)c2ccccc12	0.2	5	1.4	0
CN(C)CCN(C)Cc1ccc(F)cc1F	0.0	2	1.3	39
CSc1nnc(-c2cccc(S(=O)(=O)N(C)C)c2)n1-c1cccc(C)c1	-0.1	-12	-0.2	-9

# Continuation:
# Values in the order – FBW7 act	TEAD-YAP block	GPR151 ag	MITF inh
O=C(O)Cc1ccc(NC(=O)COc2ccccc2Cl)cc1
    -0.1	-2	-0.9	16
CC(C)c1nnc(NC(=O)CC2CC3CCC2C3)s1 (centres undefined)
    -0.2	-54	-0.8	7
COCCN1C(=O)c2oc3ccc(C)cc3c(=O)c2C1c1ccc(OCC(N)=O)cc1 (centres undefined)
    -0.1	-10	0.9	5
COc1ccccc1Nc1nc(-c2ccc(Cl)cc2)c2ccccc2n1
    1.1	11	-1.4	11
CCCCCc1ccc(-c2nc(Cc3ccccc3)no2)cc1
    0.2	2	1.6	4
CCCCC(=O)Nc1ccc(C(=O)NCc2ccccc2Cl)cc1
    0.0	-2	0.3	3
CC1CC(C)CN(C(=O)CC(C(=O)N2CCc3ccccc32)n2ccnc2)C1 (centres undefined)
    -0.2	2	0.7	0
O=C(N/N=C/c1cc(O)ccc1Br)C1COc2ccccc2O1 (centres undefined)
    -0.1	-31	2.3	-6
O=C(CSc1nnc2c(n1)[nH]c1ccccc12)Nc1nc2c(s1)CCCC2
    0.0	9	0.9	9
CC(C)(c1ccccc1)c1ccc(OCC(=O)Nc2ncn[nH]2)cc1
    -0.1	-8	1.9	3
O=C1CSc2ccc(C(=O)NCCc3ccccc3)cc2N1
    0.0	-54	-1.4	-1
CCOC(=O)C(NS(=O)(=O)c1ccc(Br)cc1)C(C)C (centres undefined)
    0.2	2	-1.2	10
NC(=O)c1cccn1Cc1cccc(Cl)c1
    -0.3	6	0.9	3
CCCOc1ccc(S(=O)(=O)N2CCN(c3ccc(F)cc3)CC2)cc1
    -0.1	-5	0.8	-5
Cc1[nH]c2ccccc2c1CCNC(=O)c1ccccc1OC(C)C
    -0.2	2	-0.1	-7
O=C(CSc1ccc2nnc(-c3ccc(Cl)cc3)n2n1)NC1CCCC1
    0.6	-2	-1.0	12
CNC(=O)[C@@H]1C[C@@H](NC/C=C/c2ccccc2OC)CN1Cc1ccccc1
    -0.2	-2	1.4	16
COc1cc(C2=NOC(C(=O)Nc3ccccc3C(F)(F)F)C2)cc(OC)c1OC (centres undefined)
    0.1	2	1.5	16
COc1ccc(Cn2cc(S(=O)(=O)c3ccccc3)c(=O)c3cc(OC)ccc32)cc1
    -0.1	5	-0.2	-1
